# Artemis endo inh: blocks endonuclease activity of human Artemis; Q96SD1; recombinant Artemis, quenched FAM hairpin cleavage fluorescence; inhibition, % at 10 µM; hit rate 0.78% among 30,000;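 active means at 10 µM dose, at least 30% inhibition, measured as corrected fluorescence normalized to stimulator and neutral control wells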
# Target sequence (Q96SD1 whole entry, looked up): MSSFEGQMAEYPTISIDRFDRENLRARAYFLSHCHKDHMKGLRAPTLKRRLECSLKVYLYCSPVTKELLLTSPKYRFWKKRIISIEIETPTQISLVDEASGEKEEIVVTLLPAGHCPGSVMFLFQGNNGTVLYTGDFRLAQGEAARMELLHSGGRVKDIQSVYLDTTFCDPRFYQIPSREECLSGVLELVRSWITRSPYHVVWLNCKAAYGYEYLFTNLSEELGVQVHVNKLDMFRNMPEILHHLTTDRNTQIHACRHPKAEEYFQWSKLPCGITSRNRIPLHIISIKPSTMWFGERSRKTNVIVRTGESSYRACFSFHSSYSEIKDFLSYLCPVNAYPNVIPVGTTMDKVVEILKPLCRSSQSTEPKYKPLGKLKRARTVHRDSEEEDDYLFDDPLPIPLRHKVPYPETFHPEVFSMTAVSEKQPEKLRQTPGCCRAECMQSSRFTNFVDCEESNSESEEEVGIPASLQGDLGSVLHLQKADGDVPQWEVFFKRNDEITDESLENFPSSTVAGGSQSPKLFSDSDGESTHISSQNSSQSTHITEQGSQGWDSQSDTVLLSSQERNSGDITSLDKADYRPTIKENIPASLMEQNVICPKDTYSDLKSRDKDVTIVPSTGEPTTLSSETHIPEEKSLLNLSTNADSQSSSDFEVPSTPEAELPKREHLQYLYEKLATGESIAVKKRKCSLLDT
# The depositor's hits bear a star. A portion of the library (hit frequency here may not be typical).
# Preview (two entries):
SMILES,Artemis endo inh
Cc1ccccc1NC(=O)c1cccc(OCc2c(C)noc2C)c1,-9.3
C#CCN1CC(C)/C(=N/O)CC1C (stereo unspecified),-7.9

# Results, previewed entries included:
SMILES,Artemis endo inh
Cc1ccccc1NC(=O)c1cccc(OCc2c(C)noc2C)c1,-9.3
C#CCN1CC(C)/C(=N/O)CC1C (stereo unspecified),-7.9
COc1cc(OC)cc(C(=O)N(Cc2nc(-c3cccc(C)c3)no2)C(C)C)c1,-4.8
CCCCn1nnnc1NCc1cccnc1,5.6
O=C1c2ccccc2C(=O)N1CC#CCN1CCN(C2CCCCC2)CC1,-0.4
COc1cc(CN(C)CCc2ccccn2)cc(OC)c1OC,5.3
Cc1cc(C)n(-c2cc(=O)n(C)c(=O)n2C)n1,-9.2
Cc1nc(C)c(C(=O)C2=C(O)C(=O)N(CCN3CCOCC3)C2c2cccnc2)s1 (stereo unspecified),-3.2
COc1ccc(OC)c(-c2oc3ccccc3c(=O)c2O)c1,2.5
COc1ccc(CNc2oc(Cc3cccc4ccccc34)nc2C#N)cc1,1.1
O=C(Nc1ccccn1)c1ccc(NC(=O)c2ccco2)cc1,-8.7
CCSc1nnc(NC(=O)C2Cc3ccccc3CN2C(=O)c2ccco2)s1 (stereo unspecified),12.8
NC1(N)OC(CN2C(=O)c3ccccc3C2=O)CS1 (stereo unspecified),-2.7
Cc1ccccc1CNC(=O)Nc1cccs1,-1.4
Cc1cccc(S(=O)(=O)N2CN(Cc3ccco3)c3nc4ccccc4nc32)c1,19.1
CC(C)N(C(=O)COC(=O)c1ccc(O)cc1)C(C)C,-7.7
COC(=O)CNC(=O)c1ccc(=O)oc1,-2.5
CC1(C)Cc2[nH]c(=O)c(C#N)cc2CS1,3.1
CC(C)C(=O)N/N=C/c1ccc(OCc2ccccc2)cc1,-0.5
CSCCC(NS(=O)(=O)/C=C/c1ccccc1)C(=O)N1CCC(C)CC1 (stereo unspecified),9.1
COc1ccc(Cl)cc1NC(=O)NC1CCCCC1,0.5
CCOC(=O)c1[nH]cnc1C(=O)Nc1cccc(N)n1,5.1
COc1ccc(/C=N/n2c(-c3cccs3)n[nH]c2=S)cc1,5.0
COc1ccccc1OCCSc1nnnn1C1CCCCC1,5.3
C/C=C/C(=O)OCC(=O)NC(=O)NC(C)C,0.3

# Further records
SMILES,Artemis endo inh
CCOc1cc(S(=O)(=O)n2cc(-c3ccc(F)cc3)c(N)n2)cc(OCC)c1OCC,6.8
CCOC(=O)Cn1c(C)cc(=O)c2cccc(C)c21,15.6
Cc1cc(C)n(CCc2nc(-c3ccc(C)o3)cs2)n1,1.9
O=c1c2c3nc4ccccc4nc3n(Cc3ccccc3)c2ncn1Cc1ccco1,29.0
CCOC(=O)c1c(CC(C)C)csc1NC(=O)C(C)C,-8.2
CCOc1ccc(CCNC(=O)Cc2nn[nH]n2)cc1OCC,-8.5
O=C(CN1C(=O)c2ccccc2C1=O)N1CCCCC1,-0.4
O=S(=O)(/N=C(/c1ccc(Cl)cc1)N1CCOCC1)c1ccc(Cl)cc1,-5.8
O=C(O)Cn1ccnc1,1.1
CCOC(=O)CN1C(=O)C(O)=C(C(C)=O)C1c1ccc(F)cc1 (stereo unspecified),-12.0
CC1CCCN(CC(O)COCC2COc3ccccc3O2)C1 (stereo unspecified),-5.9
CCc1nc(N2CCOCC2)c(C#N)c2c1CCCC2,7.9
O=c1cc2c(nn1Cc1cccc(Cl)c1)-c1ccccc1CC2,12.9
O=C(N/N=C/c1ccc2c(c1)OCO2)/C(=C/c1ccc2c(c1)OCO2)NC(=O)c1ccccc1,13.2
O=C1c2ccccc2C(=O)c2c1cccc2N1CCOCC1,3.9
CCOC(=O)C1CCCCN1Cc1ccc(C(F)(F)F)cc1 (stereo unspecified),1.1
O=[N+]([O-])c1ccc(/C=N/Nc2cc(Cl)nc(-c3ccccc3)n2)cc1,-6.2
CCCn1c(SCC(=O)Nc2nnc(-c3ccccc3)s2)nnc1-c1ccccn1,8.3
Cc1cc(C(=O)OCC(=O)NC(=O)NC(C)(C)C)c(C)o1,6.2
Cc1cc(C(=O)OCC(=O)Nc2ccccc2F)c(C)o1,7.5
CCOc1cccc(C2C(C#N)=C(N)Oc3cc(C)n(Cc4ccccn4)c(=O)c32)c1OCC (stereo unspecified),-10.0
CC(C)(C)NC(=O)CSC(=Nc1cccc(F)c1)NC#N,0.7
CCC(C)(C)n1nnnc1C(CC(C)C)N1CCC(C(N)=O)CC1 (stereo unspecified),1.0
c1ccc(-c2nc3ccccc3c3nncn23)cc1,-0.6
CCN1CCN(c2nc3sc4c(c3c3ncnn23)CC(C)CC4)CC1 (stereo unspecified),4.7

# (continued)
SMILES,Artemis endo inh
O=C(NCC1CCCO1)C1CCN(S(=O)(=O)c2cccnc2)CC1 (stereo unspecified),1.1
CC(C)CNC(=O)c1cccc(Cn2cc(Cl)cn2)c1,3.4
Cc1ccc(NS(=O)(=O)c2ccc(NC(=O)[C@@H]3CCCC[C@@H]3C(=O)O)cc2)c(C)c1,-1.7
O=C(O)C1CSC(c2ccncc2)N1 (stereo unspecified),-0.1
CCCCN(CCCC)C(=O)CSc1nnc2n(C)c(=O)c3c4c(sc3n12)CCCC4,13.8
O=C1c2ccccc2C(=O)c2c1ccc(C(=O)N1CCCCC1)c2NCCO,2.0
N=c1n(CCN2CCCCC2)c2ccccc2n1CC(O)c1cccc(Br)c1 (stereo unspecified),-1.1
Cc1ccc(-c2noc(CCCc3ccccc3)n2)cc1,-0.2
Cn1cnnc1SC(C(=O)Nc1ccc(F)cc1)c1ccccc1 (stereo unspecified),-0.8
CN1C(=S)SC(N(O)C(=O)Nc2cccc3ccccc23)C1(C)C (stereo unspecified),17.0
CCCn1c(SCC(=O)NC2CCCCC2)nnc1-c1ccncc1,-4.8
O=C(CSc1nnnn1Cc1ccccc1)c1ccccc1,-0.4
CC(C)(C)c1ccc(OCC(=O)N/N=C/c2cc(Br)ccc2OC(=O)c2ccco2)cc1,8.4
CCN1C(=O)CC(C(=O)Nc2ccc(F)cc2)SC1=Nc1ccc2c(c1)OCO2 (stereo unspecified),7.2
O=C(OCc1nnc(-c2ccccc2)o1)c1ccco1,7.7
COc1cc(CC(=O)NCc2cccs2)cc(OC)c1OC,-5.7
CC(NS(=O)(=O)c1ccccc1)C1COc2ccccc2O1 (stereo unspecified),1.2
Cc1ccc(C(C(=O)NC2CCCC2)N(Cc2ccco2)C(=O)CCC(=O)Nc2ccccn2)cc1 (stereo unspecified),16.0
CCNc1nc(Oc2ccc(=O)n(-c3ccccc3)n2)nc(N(C)C)n1,-1.7
CCOC(=O)Cc1csc(NC(=O)CSc2nnc(C3CC3)n2C)n1,3.4
CCCCNC1C(CC)C(CCC)C(C#N)(C#N)C1(C#N)C#N (stereo unspecified),7.2
O=C(CCOc1ccccc1)OCC(=O)c1cc2ccccc2o1,3.2
COc1ccc(C(C)=O)cc1CSCCC(=O)O,-2.4
C=CCN(CC=C)S(=O)(=O)c1ccc2nc(NC(=O)C(C)C)sc2c1,2.7
Cc1cc(C(=O)Nc2sc(C)c(-c3ccc(F)cc3)c2C(N)=O)no1,0.0

# Quoted from the listing (six entries):
SMILES,Artemis endo inh
CCOC(=O)Cc1csc(NC(=O)CSc2nnc(C3CC3)n2C)n1,3.4
CCCCNC1C(CC)C(CCC)C(C#N)(C#N)C1(C#N)C#N (stereo unspecified),7.2
O=C(CCOc1ccccc1)OCC(=O)c1cc2ccccc2o1,3.2
COc1ccc(C(C)=O)cc1CSCCC(=O)O,-2.4
C=CCN(CC=C)S(=O)(=O)c1ccc2nc(NC(=O)C(C)C)sc2c1,2.7
Cc1cc(C(=O)Nc2sc(C)c(-c3ccc(F)cc3)c2C(N)=O)no1,0.0

# Next section
SMILES,Artemis endo inh
COc1cnc(-c2ccccc2)nc1Oc1cccc(C)c1,8.4
CS(=O)(=O)n1nc(-c2ccccc2)nc1NCc1ccco1,-21.9
O=C(Nc1ccc(F)c(F)c1)c1cccnc1,-3.8
CC(C)OP(=O)(OC(C)C)C1(O)C(=O)Nc2ccccc21 (stereo unspecified),-0.3
COc1cc2c(cc1NC(=O)CSc1nnc(Cc3cccs3)n1C)oc1ccccc12,12.1
Cc1noc(C)c1CN1C(=O)NC(Cc2ccccc2)(Cc2ccccc2)C1=O,-4.4
COc1cccc(-c2nn(C)c3sc(C(=O)Nc4ccc5c(c4)OCCO5)cc23)c1,7.5
CCOC(=O)C(C)n1cnc2sc3c(c2c1=O)CCC3 (stereo unspecified),-8.7
Cc1ccc(C(=O)N/N=C/c2ccc(S(=O)(=O)O)o2)c(Cl)c1,-9.2
Cc1ccc(NC(=O)c2ccc(OC(=O)c3cc4ccccc4o3)cc2)cc1,-14.4
NC(=O)c1ccccc1NC(=O)c1ccccc1F,3.2
Cc1cccc(CSC2=CS(=O)(=O)c3ccccc3N2)c1,2.9
CC1(C)Cc2c(oc3ncn4ncnc4c23)CO1,-11.3
C=CCOC(=O)C1=C(C)NC2(O)c3ccccc3C(=O)C12O (stereo unspecified),0.9
COc1ccc(CNC(=S)Nc2cc(C)cc(C)c2)cc1,4.3
N#Cc1c(-n2cccc2/C=N/O)sc2c1CCCC2,6.7
CC12CCC(C(=O)N3CCc4ccccc43)(CC1=O)C2(C)C (stereo unspecified),-2.4
COc1ccc(N(Cc2cc3cc(OC)ccc3[nH]c2=O)C(=O)C2CCCO2)cc1 (stereo unspecified),-0.1
Cc1ccc(Nc2nnc(SCn3nnc4ccccc4c3=O)s2)cc1,10.1
CCOC(=O)Cn1c(=O)c2c(nc(N3CCCCC3)n2Cc2ccccc2)n(C)c1=O,4.3
CCOC(=O)c1c(C)nc2sc(C(N)=O)c(N)c2c1-c1ccccc1,-2.2
CC(=O)Nc1ccc(S(=O)(=O)NC(CC(=O)N(C)Cc2ccccc2)C(C)C)cc1 (stereo unspecified),0.4
CCOC(=O)c1c(NC(=O)COC(=O)Cn2c(C(F)(F)F)nc3ccccc32)sc(C)c1C,2.2
Cn1c(=O)c2c(nc(SCc3nn[nH]n3)n2Cc2ccccc2F)n(C)c1=O,-5.7
O=C(O)[C@H]1CCCC[C@H]1C(=O)Nc1ccc(Nc2ccccc2)cc1,15.6

# The results go on.
SMILES,Artemis endo inh
CCOC(=O)C1=C(O)/C(=C/c2ccc(-c3ccccc3C(=O)O)o2)SC1=Nc1ccc(OC)cc1,30.1*
COc1ccccc1OCc1nc(C#N)c(N2CCC(C(N)=O)CC2)o1,-5.6
COC(=O)c1ccc(Oc2cc(C)nc(NCc3ccccc3)n2)cc1,2.9
Cc1ccc(NC(=O)c2cnn(-c3ccccc3)c2NC(=O)c2ccco2)cc1C,10.6
O=C1CCCCCN1C(=O)c1ccc(C(=O)N2CCCCCC2=O)cc1,0.6
Cc1ccc(C(=O)Nc2ccc(Oc3ccc(C(=O)O)c(C(=O)O)c3)cc2)cc1C,24.1
COc1cc(C(=O)O)ccc1OCC(=O)N1CCOCC1,2.1
CCN(CC)c1ccc(NC(=O)CN2CCN(c3ccccc3F)CC2)cc1,5.1
Cc1[nH]c(=O)[nH]c(=O)c1S(=O)(=O)N1CCCC(C(=O)NCc2ccco2)C1 (stereo unspecified),1.7
COc1ccc(NC(=O)CSc2nnc(-c3ccccc3)n2N)cc1,-3.1
CCc1nn(C(C)C(=O)N2CCc3ccccc3C2)c(=O)c2cc3occc3n12 (stereo unspecified),-5.2
COc1ccc(C2C(C#N)=C(N)Oc3cc(O)ccc32)cc1OC (stereo unspecified),8.4
Cc1cc(=O)[nH]c(SCC(=O)c2ccc(C)c(C)c2)n1,3.5
C=CCn1c(SCC(=O)N(C)C2CCS(=O)(=O)C2)nnc1-c1ccncc1 (stereo unspecified),-5.4
CCOc1cccc(OCCCCn2ccnc2)c1,0.4
OC(c1ccccc1)c1nc2ccccc2s1 (stereo unspecified),0.7
COc1ccc(CC(=O)Nc2nnc(SCc3ccccc3)s2)cc1S(=O)(=O)N1CCOCC1,0.0
CCC1(C)CC(=O)N(c2ccc(C(=O)O)c(O)c2)C1=O (stereo unspecified),-6.6
Cc1ccc(CSCC(=O)N2CCOCC2)cc1,-12.2
CC(C)OC(=O)CSc1nc(-c2ccc(F)cc2)cc(C(F)(F)F)n1,1.4
Cn1nnnc1SCc1nnc(-c2ccccc2Br)o1,-0.1
C=CCNc1cnn(CC(C)=O)c(=O)c1Br,-3.0
CN1C2C=C3C(C#N)=C(N)C(C#N)(C#N)[C@@H](c4ccc(Cl)cc4)[C@@H]3C1CC2 (stereo partly specified),4.1
Brc1ccc(-c2nnc(-c3cccc(Br)c3)o2)cc1,0.7
FC(F)(F)c1nc2ccccc2n2c(-c3c(Cl)cccc3Cl)nnc12,-3.4

# An excerpt of these results, field by field:
mol: CCc1nn(C(C)C(=O)N2CCc3ccccc3C2)c(=O)c2cc3occc3n12 (stereo unspecified)
  Artemis endo inh = -5.2
mol: COc1ccc(C2C(C#N)=C(N)Oc3cc(O)ccc32)cc1OC (stereo unspecified)
  Artemis endo inh = 8.4
mol: Cc1cc(=O)[nH]c(SCC(=O)c2ccc(C)c(C)c2)n1
  Artemis endo inh = 3.5
mol: C=CCn1c(SCC(=O)N(C)C2CCS(=O)(=O)C2)nnc1-c1ccncc1 (stereo unspecified)
  Artemis endo inh = -5.4

# Going on with the list.
SMILES,Artemis endo inh
Oc1c(CN2CCN(c3ccccn3)CC2)cc(Cl)c2cccnc12,13.4
Cc1cc(Nc2cccc([N+](=O)[O-])c2)n2c(nc3ccccc32)c1C#N,3.2
CC(=O)N1CCN(S(=O)(=O)c2cccc(C(=O)Nc3nc4c(s3)CCCC4)c2)CC1,-4.8
COc1cc(NC(=O)c2cccc(Cl)c2)c(OC)cc1NC(=O)CN1CCOCC1,-2.2
COc1ccc2c(c1)[n+](=O)c(C(C)=O)c(C)n2[O-],6.8
COc1cccc(NC(=O)N2CCC(N3CCCCC3)CC2)c1,-7.2
COc1ccc(S(=O)(=O)NCc2ccccn2)cc1Cl,7.3
CC(=O)C1=C(O)C(=O)N(CCN2CCOCC2)C1c1ccc(N(C)C)cc1 (stereo unspecified),-4.9
Cc1ccsc1C1NC(=O)c2ccccc2N1 (stereo unspecified),-0.2
C=CCn1c(SCc2c(C)noc2C)nc2sc3c(c2c1=O)CCC(C)C3 (stereo unspecified),5.6
Cc1ccc(-c2noc(CN3CCC(C(N)=O)CC3)n2)cc1,1.4
COc1ccc(/C=N/n2c(SC)nnc2-c2ccccc2)cc1C,4.8
O=C(OCCN1CCN(c2ncc(C(F)(F)F)cc2Cl)CC1)c1ccc(Cl)cc1,-3.1
COC(=O)c1ccc(OCCOc2ccc(C(=O)OC)cc2)cc1,4.4
